Assay outcomes deposited in PubChem BioAssay by National Center for Advancing Translational Sciences (NCATS).
TRHR PAM: allosterically enhances the human TRH receptor; P34981; TRHR cells, fluo-8 calcium fluorescence, EC20 TRH enhancement; enhancement, % at 2 µM; 360,000 tested, 0.66% active; AID 493056; in the data active = enhancement above about 30%; note: 0% is about no effect
Target sequence (P34981 whole entry, looked up): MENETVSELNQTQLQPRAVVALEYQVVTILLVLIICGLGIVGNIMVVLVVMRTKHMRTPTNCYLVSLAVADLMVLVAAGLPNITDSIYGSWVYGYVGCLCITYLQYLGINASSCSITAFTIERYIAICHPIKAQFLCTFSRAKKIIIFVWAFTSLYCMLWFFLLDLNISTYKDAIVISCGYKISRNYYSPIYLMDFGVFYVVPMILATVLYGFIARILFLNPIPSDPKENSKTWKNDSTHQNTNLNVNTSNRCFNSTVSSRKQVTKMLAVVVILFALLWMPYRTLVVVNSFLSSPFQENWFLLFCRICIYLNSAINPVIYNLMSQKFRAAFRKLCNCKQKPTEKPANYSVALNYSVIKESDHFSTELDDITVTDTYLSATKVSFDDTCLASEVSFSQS
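Enhancer read-out: after compound pinning and an initial kinetic agonist-mode read, an EC20 of TRH (10 nM final) was injected and fluo-8 calcium signal (Ex 480/Em 530) followed at 1 s/cycle for 100 cycles in TRHR-expressing cells.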
Apoferritin bind: binds horse apoferritin like a general anesthetic; apoferritin/1-aminoanthracene competitive binding, fluorescence; AID 485281; 350,000 tested, 0.074% active; Potency, µM (highest dose often 77.5 µM), for the others: top-dose activity change, negative = displacement, usual class: inhibitors; note: potency is the fitted concentration of half-maximal effect; % is set by controls: 0 for no effect and ±100 for the full control effect; nearly all actives have a fitted effect of over 20% in size
Target sequence (P02791 2-175 limits assumed): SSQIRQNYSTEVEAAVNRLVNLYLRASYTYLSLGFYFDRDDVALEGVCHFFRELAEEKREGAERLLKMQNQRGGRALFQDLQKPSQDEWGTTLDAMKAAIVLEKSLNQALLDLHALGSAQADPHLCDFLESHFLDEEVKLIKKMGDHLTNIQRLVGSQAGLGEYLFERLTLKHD
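Horse-spleen apoferritin (10 uM) was mixed with 50% saturated 1-aminoanthracene in PBS, exposed to compounds for 10 min at room temperature, and read for fluorescence (ex 380 nm, em 535 nm). Competitive displacement was fitted with a four-parameter Hill equation.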
RXFP1 agonist: agonists of human relaxin receptor RXFP1; HEK293T-RXFP1 cAMP TR-FRET, 30 min; response scale: percent of porcine relaxin response, buffer zero; Potency, µM (highest dose often 57.5 µM), for the others: at the highest dose activation, usual class: activators; 370,000 tested, 0.3% active; AID 2676; note: potency is the fitted concentration of half-maximal effect; % is set by controls: 0 for no effect and ±100 for the full control effect; nearly all actives have a fitted effect of over 60% in size; many of its hits are not listed in these tables
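Agonist response is measured as cAMP accumulation in an RXFP1-transfected HEK293T line under PDE4 inhibition. Values are scaled between buffer-only and 29 nM porcine relaxin, and EC50s come from standard Hill equation fits.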
D1 potentiator: potentiators of human D1 dopamine receptor | potentiation, % at 10 µM | P21728 | 360,000 tested, 0.036% active | HEK293 TREx D1 cells, calcium flux, dopamine EC20 potentiation; in the data active = potentiation above about 30%; note: 0% is about no effect
Target sequence (P21728 whole entry, looked up): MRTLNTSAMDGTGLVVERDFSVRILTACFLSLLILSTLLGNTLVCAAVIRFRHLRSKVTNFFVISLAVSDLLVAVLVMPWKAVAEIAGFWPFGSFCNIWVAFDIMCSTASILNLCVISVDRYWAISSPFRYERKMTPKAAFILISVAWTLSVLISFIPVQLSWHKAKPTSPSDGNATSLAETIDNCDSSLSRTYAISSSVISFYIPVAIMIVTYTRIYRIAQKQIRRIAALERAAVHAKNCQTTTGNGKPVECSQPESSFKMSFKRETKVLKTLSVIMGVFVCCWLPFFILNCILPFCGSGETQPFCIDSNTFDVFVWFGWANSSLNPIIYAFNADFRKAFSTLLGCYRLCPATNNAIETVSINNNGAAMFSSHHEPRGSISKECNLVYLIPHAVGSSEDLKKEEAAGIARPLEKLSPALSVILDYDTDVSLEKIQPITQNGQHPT
RXFP1 antagonist: blocks the human relaxin receptor RXFP1; HEK293-RXFP1, relaxin-stimulated cAMP HTRF, 30 min; stronger effect = lower value; activity change, negative = inhibition, % at 57.5 µM; AID 1259400; 350,000 tested, 0.59% active;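 active = activity change of -60% or lower, but not beyond a set lower limit; inconclusive = change between -60% and -40%, or beyond the set limit; inactive = change above -40%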; note: % is set by controls: 0 for no effect and ±100 for the full control effect
TRHR ag: activates the human TRH receptor. activation, % at 2 µM. TRHR cells, calcium flux fluo-8, FDSS agonist mode. P34981. 360,000 tested, 0.18% active. AID 493084; in the data active = activation above about 30%; note: 0% is about no effect
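Fluo-8-loaded TRHR cells; 10 s baseline, compound added, kinetic Ca2+ fluorescence read 1/s, agonist mode.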
D1 agonist: agonists of human D1 dopamine receptor | P21728 | HEK293 T-REx D1 cells, calcium flux, agonist mode | activation, % at 2 µM | 360,000 tested, 1% active | AID 504660; in the data active = activation above about 30%; note: 0% is about no effect
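Inducible HEK293 T-REx D1 cells, force-coupled to calcium signalling, were plated at 4000 cells/well with tetracycline and held overnight at 30 C. After no-wash calcium dye loading, compound-evoked calcium rise over 180 s flagged agonists.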
D2 PAM: D2 dopamine receptor (human) potentiation; P14416; HEK293 T-REx D2, calcium flux, EC20 dopamine potentiation; potentiation, % at 10 µM; 340,000 tested, 0.34% active; AID 485347;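 active = potentiation over 3 SD above the plate norm, cut at about 30% in these data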; note: 0% is about no effect
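Tetracycline-induced Hek293 Trex D2 cells, force-coupled to calcium, loaded with no-wash calcium dye. Compound added with 180 s kinetic read for agonism, then EC20 dopamine and a further 180 s read for potentiation.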
D1 antagonist: human D1 dopamine receptor antagonism; AID 504652; P21728; HEK293 TREx D1 cells, calcium flux, dopamine EC80; stronger effect = lower value; 360,000 tested, 3.2% active; activity change, negative = inhibition, % at 10 µM; in the data active = activity change below about -30%; note: % is set by controls: 0 for no effect and ±100 for the full control effect
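After overnight tetracycline induction at 30 C, force-coupled D1 HEK293 cells took up a no-wash calcium dye at room temperature. Compounds were added and monitored 180 s, and the response to EC80 dopamine was then recorded.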
* hit, by the source's call; u = inconclusive; x = no result given; & = joins results of further samples. Unless noted, calls come from the whole dose curve; as a rule, active = well fitted curve in the direction sought with a large enough effect; inconclusive = small, poorly fitted or top-dose-only effect, or another doubt; inactive = no such curve, though single readings can be large; an effect the other way counts as inactive or inconclusive.

TRHR PAM	Apoferritin bind	RXFP1 agonist	D1 potentiator	RXFP1 antagonist	molecule	TRHR ag	D1 agonist	D2 PAM	D1 antagonist
0	-13%	0.0%	6	-31	Cc1c(Cl)c([N+](=O)[O-])nn1CC(=O)N1CCN(Cc2ccccc2)CC1	-0.3	-1	0	-5
3	-5%	0.5%	-2	-2	Cc1occc(=O)c1OCc1ccccc1	-0.6	0	-4	3
-4	3%	-0.6%	-1	-13	O=C(NC1CC1)c1c(O)c2ccccc2[nH]c1=O	-0.3	0	-1	-1
3	-9%	-2.9%	0	-21	O=C(C1CCN(c2nnc(N3CCCC3=O)s2)CC1)N1CCN(Cc2ccc3c(c2)OCO3)CC1	-0.6	2	-5	-6
8	-5%	-2.0%	-8	3	Cc1cc(NC(=O)c2ccc(Cl)cc2)n(-c2ccccc2)n1	0.6	1	12	-5
-5	0%	-0.4%	-4	2	CCN(CC)S(=O)(=O)c1ccc(-c2nnc(SCC(=O)Nc3ccc(OC)cc3)o2)cc1	-0.4	2	6	-1
1	-2%	2.5%	5	10	O=C(NC1CCCCCC1)c1cc(-c2ccccn2)nc2ccccc12	-0.3	1	3	2
-1	-8%	1.7%	-2	15	O=C(CN1CCCCCC1)NCCc1ccc(F)cc1	0.0	3	-15	-12
-7	0%	0.6%	0	-1	COc1cc(NC(=O)Cn2nc(C(F)(F)F)c3c2CCCC3)c(OC)cc1Cl	-0.9	-1	2	4
-7	-11%	0.2%	1	10	O=C(CN(Cc1ccc(F)cc1)C(=O)CNS(=O)(=O)c1ccc(Cl)cc1)NCC1CCCO1 (centres undefined)	0.3	-1	6	9
-6	-5%	-1.6%	-4	-15	CCn1cc(-c2csc(N)n2)c(C)n1	-0.1	4	-3	3
6	u	0.0%	1	-21	C=CCn1c(=O)c2ccccc2n2c(SCc3nc(N)nc(Nc4ccccc4C)n3)nnc12	-0.2	0	17	4
-6	-1%	-0.4%	6	-5	CCCCNCc1cccn1-c1ccccc1	0.3	4	-9	1
1	-9%	3.8%	-4	-4	Cc1nc2c(nnn2Cc2ccccc2Cl)c(=O)[nH]1	0.4	1	-3	-17
-5	-5%	1.2%	1	1	COc1cc(CNS(=O)(=O)c2ccc3c(c2)CC(C)N3C(C)=O)cc(OC)c1OC (centres undefined)	0.7	4	-13	2
2	-18%	-0.9%	-1	23	CCN(CC(=O)Nc1c(C(=O)OC)[nH]c2ccc(C)cc12)c1ccc2c(c1)OCO2	0.8	1	11	11
4&-1	x	3.7%&2.9%	3&-2	x	c1csc(CNc2ncnc3ccc(-c4ccoc4)cc23)c1	3.3&2.8	4&-1	-18	-7&-9
2	-1%	1.7%	x	3	CC1CN(c2ccc(Cl)nn2)CC(C)O1 (centres undefined)	1.6	11	10	-7
-5	u	-1.5%	5	-4	O=[N+]([O-])c1ccc(C2CCCC/C2=N\OCc2cccc(F)c2)c([N+](=O)[O-])c1 (centres undefined)	1.2	7	-2	-6
2	-3%	2.8%	-2	-5	Cc1[nH]ccc(=O)c1OCc1c(F)cccc1Cl	0.6	2	2	-1
-3	-12%	5.5%	-2	-3	COc1ccc(N=C2SC(C(=O)Nc3ccc(OC)cc3)CC(=O)N2CCN2CCOCC2)cc1 (centres undefined)	0.5	5	11	-9
2	-5%	0.1%	-4	6	CCc1c(C(=O)NNC(=S)NCC(C)C)csc1C	0.2	1	24	-10
-3	x	0.2%	1	-4	CNC(=O)c1c(NC(=O)c2ccc3ncsc3c2)sc(C)c1C	-0.3	-1	16	5
5	-10%	-14%	3	x	Cc1cc(-c2cc(-c3ccc(Cl)cc3)on2)nc(NC2CCCC2)n1	0.7	6	1	-10
-6	-4%	-0.1%	1	11	CCC(C)(C)NC(=O)c1cc(S(=O)(=O)N2CCCCC2)ccc1N1CCOCC1	0.4	-4	-1	2
5	8%	2.5%	-5	-28	COc1cc(OC)c(-n2cc(-c3ccc(OC)c(OC)c3)[nH]c2=S)cc1Cl	0.8	1	6	4
-4	u	1.8%	-6	-4	O=C1C2C3CCCC3=C3CCCC3C2C(=O)N1c1ccc(F)cc1 (centres undefined)	0.8	1	10	-2
6	-7%	0.9%	4	5	Cc1ccccc1C(=O)NC1CCN(CC(=O)Nc2ccc3c(c2)OCCO3)CC1	-0.5	1	-8	20
0	x	1.8%	0	-4	CCOc1ccccc1N1CCN(C(=O)c2cc(S(=O)(=O)N(C)C)ccc2N2CCCC2)CC1	0.0	0	2	2
2	-7%	5.8%	-4	9	CC(C)(C)NC(=O)COc1ccc(CNCc2ccccn2)cc1	1.6	4	-11	0
-2	-15%	4.7%	-10	-11	O=C(/C(=C/c1cccnc1)n1ccnc1)c1ccc(Cl)cc1Cl	0.5	1	-5	-11
12	-4%	6.0%	-2	10	Cc1ccc(-n2c(=O)c3sccc3n(CC(=O)NC3CCCCC3)c2=O)cc1	-0.3	1	x	-3
0	-5%	2.1%	-7	-13	COc1cc(NC(=O)CSc2nc3c(c(=O)[nH]2)CCCC3)cc(OC)c1OC	-0.8	0	-25	-7
-3	-1%	8.5%	0	x	O=C(CSc1nc2ccsc2c(=O)n1Cc1ccccc1Cl)NCc1ccc(F)cc1	1.8	8	-2	4
0	0%	3.8%	6	-4	CC(=O)c1c(C)nc2cc(Cl)ccc2c1N	-0.2	1	-8	-1
1	-10%	0.5%	6	1	C[C@H](NC(=O)[C@@H]1CSC2c3ccccc3C(=O)N21)C(=O)NCCc1ccc(F)cc1 (some centres undefined)	-1.0	2	9	0
-6	-8%	1.3%	-4	0	O=C(OCC#CCSc1nnc(-c2ccccc2)o1)c1cc2ccccc2o1	0.1	5	-1	-3
4	-10%	1.2%	-5	-4	COc1ccccc1N1CCN(C(=O)Cn2c(=O)[nH]c3ccsc3c2=O)CC1	-0.2	3	30	2
-2	0%	-0.5%	-1	-3	CCOC(=O)CNC(=O)CSc1nnc(C)c(=O)[nH]1	0.0	3	4	-3
-3	-12%	2.0%	0	-4	COc1ccc(OCC(=O)NNC(=S)NC(=O)C2CC2)cc1	-1.7	3	8	8

An excerpt from above in order of the RXFP1 agonist value, high to low.
TRHR PAM	Apoferritin bind	RXFP1 agonist	D1 potentiator	RXFP1 antagonist	molecule	TRHR ag	D1 agonist	D2 PAM	D1 antagonist
-3	-1%	8.5%	0	x	O=C(CSc1nc2ccsc2c(=O)n1Cc1ccccc1Cl)NCc1ccc(F)cc1	1.8	8	-2	4
0	0%	3.8%	6	-4	CC(=O)c1c(C)nc2cc(Cl)ccc2c1N	-0.2	1	-8	-1
0	-5%	2.1%	-7	-13	COc1cc(NC(=O)CSc2nc3c(c(=O)[nH]2)CCCC3)cc(OC)c1OC	-0.8	0	-25	-7
-6	-8%	1.3%	-4	0	O=C(OCC#CCSc1nnc(-c2ccccc2)o1)c1cc2ccccc2o1	0.1	5	-1	-3
4	-10%	1.2%	-5	-4	COc1ccccc1N1CCN(C(=O)Cn2c(=O)[nH]c3ccsc3c2=O)CC1	-0.2	3	30	2
1	-10%	0.5%	6	1	C[C@H](NC(=O)[C@@H]1CSC2c3ccccc3C(=O)N21)C(=O)NCCc1ccc(F)cc1 (some centres undefined)	-1.0	2	9	0
-2	0%	-0.5%	-1	-3	CCOC(=O)CNC(=O)CSc1nnc(C)c(=O)[nH]1	0.0	3	4	-3

(further entries)
TRHR PAM	Apoferritin bind	RXFP1 agonist	D1 potentiator	RXFP1 antagonist	molecule	TRHR ag	D1 agonist	D2 PAM	D1 antagonist
36*	-8%	1.8%	2	-2	O=C(Nc1ncccn1)c1cccs1	0.1	3	-9	0
-2	-7%	-2.3%	-4	-9	COC1(OC)N=C(N)C2(C#N)C(c3ccc(C)cc3)C12C#N (centres undefined)	1.3	1	2	7
-6	-17%	1.1%	4	6	CC1CCN(C(=S)c2cn(Cc3ccc(F)cc3)c3ccccc23)CC1	-0.3	2	2	-9
-6	x	1.6%	-3	5	COc1ccc(C(=O)NCc2cccc(Cl)c2)cc1S(=O)(=O)N1CCOCC1	-0.1	2	-13	-5
-8	-11%	-1.1%	-3	-8	O=C(Cn1ncc2c3ccccc3n(Cc3cccc(Cl)c3)c2c1=O)N1CCCCC1	1.8	9	0	-6
-9	-2%	11%	0	-1	Cc1ccc2nc(-c3ccc(NC(=O)COc4c(C)ccc(C)c4C)cc3)sc2c1	0.2	7	5	4
2	-16%	2.3%	6	-19	O=Cc1cn(-c2ccccc2)nc1-c1ccccn1	-0.3	0	x	7
-7	-13%	3.4%	-11	0	COCc1ccc(CN2CCC(Oc3ccc(C(=O)NCc4ccccn4)cc3)CC2)o1	0.1	2	1	-6
-8	-18%	1.7%	0	-19	Cc1cc(C)c(NC(=O)C2CCCN(S(=O)(=O)c3c(C)noc3/C=C/N(C)C)C2)c(C)c1 (centres undefined)	0.4	1	-1	-9
3	-7%	0.7%	-2	-7	CCOC(=O)c1c(CSc2ccc(C)cc2)n(C)c2cc(Br)c(O)c(CN(C)C)c12	-0.7	1	2	-2
-7	x	2.3%	7	-7	Cc1ccc(C)c(OCCC(=O)OCC(=O)Nc2cc(S(=O)(=O)N3CCOCC3)ccc2C)c1	0.6	10	3	-13
5	-4%	0.3%	1	-1	COc1ccc(S(=O)(=O)n2nc(-c3ccco3)nc2NCc2ccc(OC)c(OC)c2)cc1	-2.1	3	19	-6
-7	x	-0.6%	3	-9	COc1ccc(CCN(C)C(=O)COC(=O)/C=C/c2ccc(C)o2)cc1OC	-0.5	0	9	27
-3	-9%	2.7%	1	-2	CC(=O)c1ccc(NC(=O)CCNS(=O)(=O)c2ccccc2F)cc1	-0.4	5	11	1
4	-8%	3.8%	2	1	Cn1nc(C(=O)Nc2c(-c3ccccc3)nc3sccn23)c2ccccc2c1=O	0.0	3	4	28
-2	5%	1.8%	-2	-13	O=c1c([N+](=O)[O-])c(N2CCCCCC2)c2ccccc2n1-c1ccccc1	-0.1	1	5	1
5	1%	3.7%	5	-11	CCCCn1c(=O)n(C)c(=O)c2c3c(sc21)COC(C)(C)C3	-0.3	-1	12	7
9	-5%	3.1%	-5	0	O=C(COc1ccc(NS(=O)(=O)c2ccc(F)cc2)cc1)N1CCOCC1	-2.7	5	-3	-4
-1	-5%	-0.8%	0	7	O=C(CSc1nc(=O)n(CCN2CCOCC2)c2c1CCC2)Nc1ccc(Cl)c(Cl)c1	0.3	-2	-3	x
3	x	-0.2%	3	x	O=C(O)CCCCCCCCCCCNC(=O)NC12CC3CC(CC(C3)C1)C2	-0.4	0	9	7
-12	2%	-2.7%	-7	4	O=C(CN1CCN(CC(=O)Nc2ccccc2Cl)CC1)Nc1ccc(F)c(F)c1	1.3	10	-17	-14

Some of the compounds tested; the hit share may differ from the screen's.
